Screening data as filed in PubChem.
DT40 TDP1 no CPT – qHTS for Inhibitors of human tyrosyl-DNA phosphodiesterase 1 (TDP1): qHTS in cells in absence of CPT; hit rate 15% among 420,000; Potency, µM (series often up to 46.2 µM), inactives show at the highest dose activity change, negative = growth inhibition, most hits filed as inhibitors; AID 686978, 2013; DT40 Tdp1-/- hTDP1 cells, no CPT, ATP luminescence, 48 h; also: nearly all actives have a fitted effect of over 55% in size
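Chicken DT40 Tdp1-/- cells complemented with human TDP1, screened without camptothecin (DMSO vehicle only), 400 cells/well. Compounds pin-transferred, cells incubated at 37 °C for at least 48 hr. Growth read as ATP-dependent luminescence (CellTiter-Glo, 30 min at RT).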
GCN5L2 inh – qHTS Assay for Inhibitors of GCN5L2. Histone acetyltransferase KAT2A (Homo sapiens), Q92830. GCN5L2 HAT assay, ThioGlo1 CoA-SH fluorescence. Potency, µM (titrated, usually from 58.9 µM), for the others: top-dose activity change, negative = inhibition, usual class: inhibitors. hit rate 0.21% among 390,000. AID 504327, 2011
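Fluorescence readout, Ex340nm/Em540nm: ThioGlo1 (50uM final) reacts with free CoA thiol released as 20nM GCN5L2 acetylates H3(1-25) peptide (75uM) using acetyl-CoA (70uM). Compound and enzyme sat 15 min beforehand; 20 min room-temperature reaction.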
TDP1 inh – qHTS Assay for Inhibitors of Tyrosyl-DNA Phosphodiesterase (TDP1); recombinant TDP1, AlphaScreen DNA substrate cleavage; Potency, µM (top dose mostly 130 µM), for inactives: at the highest dose activity change, negative = inhibition, hits mostly inhibitors; hit rate 0.28% among 350,000; AID 485290, 2010; also: nearly all actives have a fitted effect of over 40% in size
Target sequence (Q9NUW8 whole entry, looked up): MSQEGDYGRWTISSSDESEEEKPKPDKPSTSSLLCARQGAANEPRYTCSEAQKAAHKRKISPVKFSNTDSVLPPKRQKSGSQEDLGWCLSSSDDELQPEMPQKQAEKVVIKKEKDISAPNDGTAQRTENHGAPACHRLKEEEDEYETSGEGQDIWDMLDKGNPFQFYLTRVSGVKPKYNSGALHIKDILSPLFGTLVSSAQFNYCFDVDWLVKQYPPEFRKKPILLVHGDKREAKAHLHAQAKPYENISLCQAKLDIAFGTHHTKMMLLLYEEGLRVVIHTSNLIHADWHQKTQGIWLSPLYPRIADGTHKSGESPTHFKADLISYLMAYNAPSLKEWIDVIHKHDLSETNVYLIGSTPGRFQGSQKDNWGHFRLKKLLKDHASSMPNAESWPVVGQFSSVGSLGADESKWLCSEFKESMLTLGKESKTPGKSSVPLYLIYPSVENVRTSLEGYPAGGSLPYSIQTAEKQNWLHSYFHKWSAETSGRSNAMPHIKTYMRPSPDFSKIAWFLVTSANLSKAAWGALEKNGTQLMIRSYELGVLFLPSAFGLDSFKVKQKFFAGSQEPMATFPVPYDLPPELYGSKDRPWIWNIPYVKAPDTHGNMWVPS
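E. coli-derived human Tdp1, 1 nM final. Cpd preinc 15 min RT; substrate 15 nM final, 5 min RT; AS bead mix 10 ug/ml final, 10 min RT. Signal loss = tyrosine-FITC cleavage. No-enzyme wells = max signal.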
Active calls of the source: *; u = inconclusive; x = not tested or not shown; [ ] = another dose, or the depositor's remark. Calls follow the shape of the dose curve; as a rule, active = well fitted curve in the direction sought with a large enough effect; inconclusive = small, poorly fitted or top-dose-only effect, or another doubt; inactive = no such curve, though single readings can be large; an effect the other way counts as inactive or inconclusive. % is scaled to controls: 0 for no effect and ±100 for the full control effect; potency is read from the fitted curve at half-maximal effect.

(1) CCOC(=O)c1ccc(NC(=S)N(CCCN2CCCC(C)C2)Cc2ccco2)cc1 (stereo unspecified)
(2) CCc1cc(=O)oc2cc(C)cc(OCC(C)=O)c12
(3) Cc1nc(-c2ccc(F)cc2)sc1CCNC(=O)Cc1ccc(F)cc1
(4) O=S(=O)(c1ccc(Cl)cc1)n1cccn1
(5) O=C(CN1C(=O)NC(Cc2c[nH]c3ccccc23)C1=O)NCCc1ccccc1 (stereo unspecified)
(6) O=C(CSc1ncnc2scc(-c3ccccc3)c12)N1CCN(c2ccccc2F)CC1
(7) CC(C)CN(C(=O)C1COc2ccccc2O1)c1c(N)n(CC(C)C)c(=O)[nH]c1=O (stereo unspecified)
(8) CCn1c(SCc2ccccc2Cl)nc2ccccc21

entry no.,1,2,3,4,5,6,7,8
DT40 TDP1 no CPT,u,-25%,u,-8%,-15%,18µM*,19%,u
GCN5L2 inh,-5%,-14%,-8%,-8%,-15%,0%,-1%,-12%
TDP1 inh,3%,2%,4%,-3%,x,4%,-4%,x

(9) Cc1cc(C)n2nc(C(=O)Nc3c(C)nn(Cc4ccc(F)cc4)c3C)cc2n1
(10) COC(=O)C1C(O)=C(C=NCc2ccccc2)C(=O)CC1(C)C (stereo unspecified)
(11) CCN(CC)S(=O)(=O)c1ccc2c(c1)nc(SCC(N)=O)n2-c1ccc(OC)cc1
(12) Cc1nc2ccccc2nc(C)c1=NOCc1cccc(Cl)c1
(13) O=C(CC1N=C2c3ccccc3N=C(SCc3cccc(Cl)c3)N2C1=O)NCc1ccc2c(c1)OCO2 (stereo unspecified)
(14) COc1cc(-c2noc(C)c2C(=O)NCCc2cccs2)cc(OC)c1OC
(15) Cn1c(=O)c2c(nc(Cl)n2CCOc2ccccc2)n(C)c1=O
(16) CC(C)CC(=O)Nc1ccc(C(=O)COc2ccc(-c3nnco3)cc2)cc1

entry no.,9,10,11,12,13,14,15,16
DT40 TDP1 no CPT,-5%,-14%,u,u,21µM*,-20%,u,23µM*
GCN5L2 inh,9%,-2%,2%,-5%,-19%,-21%,0%,-3%
TDP1 inh,-2%,-8%,6%,x,2%,4%,4%[56.1 µM],-2%

(17) Cc1ccc(N2C(=O)CS(=O)(=O)C23C(=O)N(Cc2cccc(F)c2)c2ccccc23)cc1Cl (stereo unspecified)
(18) CCOC(=O)C1CCCN(C(=O)c2ccc(Cl)cc2)C1 (stereo unspecified)
(19) O=[N+]([O-])c1ccc2nc(-c3ccccc3[N+](=O)[O-])[nH]c2c1
(20) CCN(CC)CCCNS(=O)(=O)c1ccc(OC)cc1
(21) CCNc1ccccc(C(=O)/C=C/c2ccc3c(c2)OCO3)c1=O
(22) CCC1CCc2nc3sc(C(=O)Nc4cccc(F)c4)c(N)c3cc2C1 (stereo unspecified)
(23) Cc1oc2ccccc2c1CC(=O)NCCCN(C)C
(24) O=C(CCc1ccccc1)NNC(=O)Nc1ccc(Cl)cc1

entry no.,17,18,19,20,21,22,23,24
DT40 TDP1 no CPT,23µM*,1%,-12%,-14%,16µM*,2.1µM*,-14%,-12%
GCN5L2 inh,-7%,-3%,-14%,-1%,-14%,4%,-7%,-10%
TDP1 inh,3%,-5%,4%,-3%,-3%,x,-2%,x

(25) Nc1ccnn1Cc1cccnc1
(26) N#C/C(=N/Nc1ccc(S(=O)(=O)N2CCOCC2)cc1)C(N)=O
(27) O=C(Nc1ccccc1Cl)c1cc2ccccc2o/c1=N\O
(28) CC(NCc1ccc(S(N)(=O)=O)cc1)C(=O)NCc1ccccc1 (stereo unspecified)
(29) Cc1ccccc1CN(c1ccc(C(=O)NCc2cccnc2)cc1)S(C)(=O)=O
(30) Cc1ccc(C)c(NC(=O)c2ccc(CN3CC(=O)N4CCCCC4C3=O)cc2)c1 (stereo unspecified)
(31) CC(=O)[C@@]1(O)[C@H](C)CC2C3CC=C4CC(OP(=O)(O)O)CC[C@]4(C)C3CC[C@@]21C (stereo partly specified)
(32) CCCCCCCC(=O)NNC(=O)CC(=O)Nc1ccccc1C(=O)O

entry no.,25,26,27,28,29,30,31,32
DT40 TDP1 no CPT,4%,-16%,10µM*,15%,-13%,16µM*,u,-1%
GCN5L2 inh,-6%,0%,-12%,-13%,1%,1%,2%,44%[activator]
TDP1 inh,0%,5%,x,x,0%,6%,x,2%

Part of the list above in order of molecular weight, lowest first.
(27) O=C(Nc1ccccc1Cl)c1cc2ccccc2o/c1=N\O
(30) Cc1ccc(C)c(NC(=O)c2ccc(CN3CC(=O)N4CCCCC4C3=O)cc2)c1 (stereo unspecified)
(29) Cc1ccccc1CN(c1ccc(C(=O)NCc2cccnc2)cc1)S(C)(=O)=O
(31) CC(=O)[C@@]1(O)[C@H](C)CC2C3CC=C4CC(OP(=O)(O)O)CC[C@]4(C)C3CC[C@@]21C (stereo partly specified)

entry no.,27,30,29,31
DT40 TDP1 no CPT,10µM*,16µM*,-13%,u
GCN5L2 inh,-12%,1%,1%,2%
TDP1 inh,x,6%,0%,x

(further entries)
(33) O=C(Cc1cccs1)N/N=C/c1ccco1
(34) COc1ccc(NCC(=O)Nc2ccc(C#N)cc2)cc1Cl
(35) COc1ccc(/C=C/C(=O)c2ccc(OC)cc2O)cc1
(36) O=C1CC(N2CCN(c3nc4ccccc4s3)CC2)C(=O)N1c1cccc(F)c1 (stereo unspecified)
(37) CN(CCO)c1nc(NCc2ccccc2)c2cnn(C)c2n1
(38) COc1ccc2[nH]c(=O)c(CN(CC3CCCO3)C(=S)Nc3ccccc3)cc2c1 (stereo unspecified)
(39) CC(=O)c1ccc(NC(=O)CN2C(=O)CCc3cc(S(=O)(=O)N4CCC(C)CC4)ccc32)cc1
(40) N#CCSc1nnc(-c2ccc(S(=O)(=O)N3CCOCC3)cc2)n1CC1CCCO1 (stereo unspecified)

entry no.,33,34,35,36,37,38,39,40
DT40 TDP1 no CPT,-3%,u,u,-2%,-26%,u,-4%,-5%
GCN5L2 inh,-1%,-1%,-4%,1%,-4%,1%,1%,-1%
TDP1 inh,-1%,2%,14%[21 µM],5%,1%,-3%,x,-3%

(41) Cc1ccc(OC(C)C(=O)Nc2ccc3c(c2)n(C)c(=O)n3C)cc1C (stereo unspecified)
(42) Cc1cc(C)c(-c2cc(NC(=O)COC(=O)c3ccc(C#N)cc3)n(-c3ccccc3)n2)cc1C
(43) O=C(CSc1oc(-c2cccs2)nc1S(=O)(=O)c1ccc(F)cc1)NCC1CCCO1 (stereo unspecified)
(44) Cc1ccc(NC(=O)NCc2cccn2Cc2ccccc2)cc1F
(45) Cc1ccc(CNC(=O)C2CCC(CNS(=O)(=O)c3cccs3)CC2)cc1 (stereo unspecified)
(46) Cc1ccc(NC(=O)CSc2nnc(-c3cc4occc4n3C)n2-c2ccccc2C)cc1F
(47) Cc1c(C(=O)O)sc2c1c(=O)n(Cc1ccccc1)c(=O)n2C
(48) Cc1cccc(NS(=O)(=O)c2cccc3nsnc23)c1

entry no.,41,42,43,44,45,46,47,48
DT40 TDP1 no CPT,-18%,-28%,u,-8%,-19%,16µM*,5%,-22%
GCN5L2 inh,-7%,-3%,-6%,3%,-4%,-13%,1%,-6%
TDP1 inh,x,3%,-2%,5%,1%,7%,x,8%

(49) N#CCCCCn1c(-c2cncs2)nc2ccccc21
(50) CN(c1ccccc1C(=O)Nc1ccc(S(=O)(=O)N2CCCCC2)cc1)S(C)(=O)=O
(51) O=C(C1CC1)N1CCN(c2nc3c(Cl)cccc3s2)CC1
(52) CCc1ccc(C2C(C(=O)Nc3ccccc3)=C(C)Nc3c(C(=O)Nc4ccc(C)cc4)cnn32)cc1 (stereo unspecified)
(53) CC1CCCC(C)N1C(=O)COC(=O)Cc1ccc(F)cc1 (stereo unspecified)
(54) Cc1ccc(NS(=O)(=O)c2cc3[nH]c(=O)c(=O)[nH]c3cc2C)c(C)c1
(55) O=C(/C=C/c1ccc(F)cc1)c1cc(Br)ccc1O
(56) CCOC(=O)c1cccc(NC(=O)/C=C/c2ccc([N+](=O)[O-])cc2)c1

entry no.,49,50,51,52,53,54,55,56
DT40 TDP1 no CPT,-4%,u,21µM*,23µM*,0%,6%,-22%,8.2µM*
GCN5L2 inh,u,x,-1%,3%,5%,-6%,-6%,-1%
TDP1 inh,4%,1%,-3%,1%,x,x,x,5%

(57) C[C@H](NC(=O)CNC(=O)[C@@H](NC(=O)[C@H](Cc1ccccc1)NC(=O)CNC(=O)CNC(=O)[C@@H](N)Cc1ccccc1)[C@@H](C)O)C(=O)N[C@@H](CCCN=C(N)N)C(=O)N[C@@H](CCCCN)C(=O)N[C@@H](CO)C(=O)N[C@@H](C)C(=O)N[C@@H](CCCN=C(N)N)C(=O)N[C@@H](CCCCN)C(N)=O
(58) O=C(Nc1cc(C(F)(F)F)ccc1-n1cncn1)c1ccc(Cl)cc1
(59) O=C(Nc1cccc(Cl)c1)c1cc2c(=O)n3ccccc3nc2s1
(60) COc1ccc(/C=N/Nc2ccccn2)c(OC)c1OC
(61) CCCCn1nc(C(=O)N(C)CC(=O)Nc2cccc(F)c2)c2ccccc2c1=O
(62) COc1cc2[nH]c(=S)nc(NCC3CCCO3)c2cc1OC (stereo unspecified)
(63) CCc1ccccc1Nc1nc(N)nc(COC(=O)CCC(=O)c2ccc(F)cc2)n1
(64) O=S(=O)(NCC1OCCc2ccccc21)c1ccc(S(=O)(=O)N2CCOCC2)cc1 (stereo unspecified)

entry no.,57,58,59,60,61,62,63,64
DT40 TDP1 no CPT,x,-12%,1%,1%,u,-1%,-11%,-24%
GCN5L2 inh,-8%,-7%,-15%,-1%,-12%,u,2%,-4%
TDP1 inh,8%,1%,1%,8%,10%,6%,1%,0%

(65) O=C(COC(=O)CCOc1ccccc1)Nc1ccc(Cl)cn1
(66) CSCCCNC(=S)Nc1cccc(S(=O)(=O)NC2=NCCC2)c1
(67) O=C(N/N=C/c1ccc(N2CCOCC2)cc1)C1COc2ccccc2O1 (stereo unspecified)
(68) CC(=O)N1CCc2cc(S(=O)(=O)NC3CCCCC3)ccc21
(69) Cc1ccc2nc(COc3cccc(NC(=O)Nc4ccc(C)c(Cl)c4)c3)cc(=O)n2c1
(70) COC(=O)c1ccc(CSc2nc3ccc(C)cc3[nH]2)o1
(71) O=C(Cn1cnc2ccccc2c1=O)Nc1ccc2c(c1)OCO2
(72) Cc1cc(C)c2[nH]c(C)c(CN3CCCCCC3)c(=O)c2c1

entry no.,65,66,67,68,69,70,71,72
DT40 TDP1 no CPT,-21%,-17%,-6%,u,-20%,u,-5%,-23%
GCN5L2 inh,3%,-6%,-8%,-4%,-7%,-2%,0%,13%
TDP1 inh,0%,1%,4%,1%,5%,1%,-1%,x

(73) O=C(NCC(c1cccnc1)N1CCN(c2ccccc2F)CC1)C1CCCCC1 (stereo unspecified)
(74) Cc1ccc(S(=O)(=O)NCCc2nnc3ccc(SCc4cccc(F)c4)nn23)cc1
(75) Cc1ccc(S(=O)(=O)Nc2cccc(NC(=O)CN3CCCCC3)c2)cc1
(76) O=C(CCN1C(=O)C2CC=C(Cl)CC2C1=O)Nc1ccccc1O (stereo unspecified)
(77) C=CCOc1ccc(/C=C/C(=O)OCC(=O)Nc2c(C)n(C)n(-c3ccccc3)c2=O)cc1
(78) CCOCCCNC(=O)c1ccc(N2CCCC2)c(NS(=O)(=O)c2ccc(C)cc2)c1
(79) COCCCNC(=O)CCC(=O)N1Cc2ccccc2Oc2ncccc21
(80) O=C1NC(Cc2ccc(O)cc2)c2nc3ccccc3c(=O)n2-c2cc(Cl)ccc21 (stereo unspecified)

entry no.,73,74,75,76,77,78,79,80
DT40 TDP1 no CPT,10µM*,23µM*,u,-12%,-13%,u,0%,x
GCN5L2 inh,-1%,-9%,-3%,0%,-13%,-12%,8%,-8%
TDP1 inh,4%,8%,-1%,2%,x,3%,-4%,3%

(81) Cc1ccc(/C=c2\sc3nc(-c4ccco4)nn3c2=O)o1
(82) Cc1ccc(S(=O)(=O)CCC(=O)Nc2ccc(OC(F)(F)F)cc2)cc1
(83) CCC(C)c1ccc(NC(=O)c2[nH]c(C)c(C(C)=O)c2C)cc1 (stereo unspecified)
(84) Clc1c(-c2ccccc2)nnn1-c1ccccc1

entry no.,81,82,83,84
DT40 TDP1 no CPT,23µM*,u,u,2%
GCN5L2 inh,-19%,0%,-8%,0%
TDP1 inh,-4%,-1%,7%,0%

Not all compounds are listed (hit frequency here may not be typical).
